Compound activity as filed in PubChem BioAssay.
LYPLA2 inh: LYPLA2 (human) inhibition in PME1 counter-screen; O95372; recombinant LYPLA2, FP-Rh probe fluorescence polarization; inhibition, % at 5.9 µM; 320,000 compounds, 0.38% hits; AID 2177;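 active = inhibition above the screen-wide mean plus 3 SD, limit set per campaign, cut at about 26% in these data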;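 note: 0% = LYPLA2 with DMSO and 100% = wells lacking LYPLA2 enzyme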
Target sequence (O95372 whole entry, looked up): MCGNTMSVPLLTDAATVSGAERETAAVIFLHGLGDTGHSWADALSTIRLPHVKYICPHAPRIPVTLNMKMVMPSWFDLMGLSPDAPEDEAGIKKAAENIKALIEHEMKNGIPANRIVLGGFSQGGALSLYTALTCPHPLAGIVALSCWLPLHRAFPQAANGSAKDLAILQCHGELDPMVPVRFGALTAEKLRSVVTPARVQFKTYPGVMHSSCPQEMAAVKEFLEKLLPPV
ZTA DNA inh: ZTA (EBV) inhibition in EBNA-1 counter-screen; 320,000 compounds, 0.15% hits; inhibition, % at 11 µM; ZTA-DNA binding, fluorescence polarization; P03206; in the data active = inhibition above about 33%
EBNA-1 inhibitor: blocks EBNA-1 binding to DNA | EBNA-1 DNA binding, fluorescence polarization | AID 1950 | 300,000 compounds, 0.34% hits | inhibition, % at 14.8 µM; in the data active = inhibition above about 28%
PREPL inh: inhibits the human prolyl oligopeptidase-like enzyme; Q4J6C6; recombinant PREPL, fluorescence polarization activity-based probe; 320,000 compounds, 0.68% hits; AID 2751; inhibition, % at 5.96 µM; in the data active = inhibition above about 43%;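 note: 0% = enzyme with DMSO and 100% = wells lacking enzyme; many of its hits are not listed in these tables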
Target sequence (Q4J6C6 whole entry, looked up): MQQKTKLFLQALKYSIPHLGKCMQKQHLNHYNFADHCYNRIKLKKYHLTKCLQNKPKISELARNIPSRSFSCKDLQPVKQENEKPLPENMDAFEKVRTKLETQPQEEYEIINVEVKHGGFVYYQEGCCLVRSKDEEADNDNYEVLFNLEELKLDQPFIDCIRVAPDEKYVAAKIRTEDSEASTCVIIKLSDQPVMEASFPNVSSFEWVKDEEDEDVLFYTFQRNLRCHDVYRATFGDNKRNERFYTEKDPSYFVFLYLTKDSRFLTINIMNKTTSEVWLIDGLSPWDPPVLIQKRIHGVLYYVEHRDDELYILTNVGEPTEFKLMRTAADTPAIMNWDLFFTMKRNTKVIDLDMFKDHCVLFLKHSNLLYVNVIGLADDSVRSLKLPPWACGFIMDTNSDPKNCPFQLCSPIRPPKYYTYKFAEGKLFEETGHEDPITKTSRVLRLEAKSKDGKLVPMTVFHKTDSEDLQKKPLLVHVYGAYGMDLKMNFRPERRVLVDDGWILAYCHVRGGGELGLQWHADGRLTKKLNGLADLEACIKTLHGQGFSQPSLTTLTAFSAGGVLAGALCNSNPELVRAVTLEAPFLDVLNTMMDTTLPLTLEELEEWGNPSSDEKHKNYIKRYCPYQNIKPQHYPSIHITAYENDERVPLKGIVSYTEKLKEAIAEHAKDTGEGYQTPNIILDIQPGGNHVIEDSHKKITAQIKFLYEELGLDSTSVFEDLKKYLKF
PAFAH1B3 FP inh: blocks human PAF acetylhydrolase 1B catalytic subunit 3 | recombinant PAFAH1B3, FP-rhodamine probe, fluorescence polarization | inhibition, % at 3.39 µM | 340,000 compounds, 0.28% hits | AID 492972;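 active = inhibition above the screen-wide average of all tested compounds plus 3 SD, cut at about 25% in these data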;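 note: 0% = enzyme with DMSO only and 100% = wells lacking PAFAH1B3 protein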
PAFAH2 inh: inhibitors of human PAFAH2; recombinant PAFAH2, FP-rhodamine activity probe, fluorescence polarization; 340,000 compounds, 0.99% hits; inhibition, % at 3.39 µM; AID 492956;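 active = inhibition above the mean over all tested compounds plus 3 SD, cut at about 30% in these data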;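 note: inhibitors block probe labeling of enzyme so polarization drops; 0% = enzyme with DMSO and 100% = wells lacking PAFAH2 protein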
PAD4 FP inh: blocks human protein arginine deiminase 4; Q9UM07; recombinant PAD4, RCA probe fluorescence polarization; inhibition, % at 6.36 µM; 330,000 compounds, 0.41% hits;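 active = percent inhibition above a cutoff equal to the mean of all tested compounds plus 3 SD, cut at about 15% in these data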;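 note: 0% = PAD4 with RCA probe and DMSO and 100% = probe without PAD4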
LYPLA1 counter: LYPLA1 (human) inhibition in PME1 counter-screen; O75608; recombinant LYPLA1, FP-Rh probe fluorescence polarization; inhibition, % at 5.9 µM; 320,000 compounds, 0.16% hits;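 active = inhibition above the mean of all tested compounds plus 3 SD, set per campaign, cut at about 14% in these data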;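 note: inhibitors block serine hydrolase probe labeling of LYPLA1 so polarization falls; 0% = enzyme with DMSO and 100% = wells lacking LYPLA1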
GSTO1 counter: GSTO1 inhibition, counter-screen for RBBP9 inhibitors. P78417. recombinant GSTO1, activity-based probe fluorescence polarization. inhibition, % at 5.96 µM. 300,000 compounds, 1.1% hits. AID 1974;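 active = inhibition above the campaign mean inhibition plus 3 SD, cut at about 35% in these data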;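 note: 0% = GSTO1-1 with DMSO and 100% = wells lacking GSTO1-1 enzyme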
Numbers without * were called inactive; · = no result given. Some of the compounds tested, so the mix of outcomes need not match the whole.

Below each SMILES – LYPLA2 inh	ZTA DNA inh	EBNA-1 inhibitor	PREPL inh	PAFAH1B3 FP inh	PAFAH2 inh	PAD4 FP inh	LYPLA1 counter	GSTO1 counter
- CCCN(C(=O)CCNC(=O)Cn1cnc2ccccc2c1=O)c1cccc(Cl)c1
  -4	-6	-1	-2	2	2	5	1	-1
- O=C(/C=C/c1ccc2c(c1)OCO2)N1CCN(c2ccc(Cl)cc2)CC1
  7	-8	2	5	3	0	-2	-1	8
- COc1c(C)cccc1C(=O)Nc1ccc(N2CCOCC2)c(Cl)c1
  -3	3	-4	13	8	4	-6	1	-7
- CCCCOc1ccc(CN(CCO)CCO)cc1[N+](=O)[O-]
  1	-4	6	2	-1	1	1	4	-4
- O=C1CCC(C(=O)N2CCC(O)CC2)CN1CCc1ccc(Cl)cc1 (stereo unspecified)
  2	6	7	1	2	8	-3	3	1
- O=C(OCCN=C1NS(=O)(=O)c2ccccc21)c1ccco1
  2	1	-4	-3	0	9	-2	5	10
- Cn1c(CNC(=O)c2ccc(F)cc2)cc2ccccc21
  2	1	-3	14	7	-1	-1	-2	5
- CCOc1ccccc1/C=N/NC(=O)CNC(=O)c1cccs1
  5	-20	0	20	16	-2	-5	0	0
- O=C(NCCN1CCOCC1)Nc1cccc(Cl)c1
  0	-1	-12	3	7	-2	1	2	11
- CC(=O)Nc1ccc(NC(=O)C(C)OC(=O)C2CCCCC2)cc1 (stereo unspecified)
  3	1	·	-1	-3	1	8	3	·
- COc1ccccc1CNCc1cccc(Oc2ccccc2)c1
  0	3	7	-30	-4	0	0	0	3
- Cc1cccc(C)c1N(CC(=O)N1CCN(C)CC1)S(C)(=O)=O
  -2	-1	-6	0	7	-2	-3	-1	5
- COc1ccc(NC(=O)/C(=C/c2cccs2)NC(=O)c2ccco2)cc1
  2	-16	-2	9	0	3	1	2	2
- O=C(CSc1ccc2nnc(CCNC(=O)c3ccccc3)n2n1)NCc1ccccc1
  0	-16	-10	15	7	-6	2	-3	-2
- CCN(CC)CCNC(=O)C12CC3CC(C)(CC(C)(C3)C1)C2
  -2	1	5	-18	-3	11	-1	0	-2
- O=S(=O)(c1ccc(F)cc1)N1CCCc2ccccc21
  4	-28	-14	11	·	·	-2	1	-3
- O=c1c2sc3nc(N4CCOCC4)c4c(c3c2nnn1Cc1ccccc1)CCCC4
  -4	0	2	-2	3	1	-6	-2	-1
- COCCCNc1nc2ccccc2nc1NS(=O)(=O)c1cccc(C)c1
  -2	7	4	-8	1	4	-4	-3	-5
- COc1ccc(CCN2C(=O)CSC2=Nc2ccc(C(C)C)cc2)cc1OC
  2	-5	-18	4	·	·	-6	1	-3
- Cc1cccnc1Sc1c([N+](=O)[O-])ncn1C
  6	3	-7	-7	1	4	0	-3	6
- O=C(COC(=O)c1ccccc1)Nc1cc(S(=O)(=O)N2CCCCCC2)ccc1Cl
  -1	4	·	20	8	30*	-1	1	·
- O=S(=O)(c1ccc(-c2ccon2)s1)N1CCN(c2ccncc2)CC1
  0	0	0	34	·	·	0	-3	13
- Cc1ccc(N(CC(=O)NCc2ccccn2)S(=O)(=O)c2ccccc2)cc1C
  1	-26	-2	3	-6	3	3	7	0
- CCOCCCn1c(SCC(=O)Nc2ccccc2OC)nc2ccccc2c1=O
  -3	2	4	-8	1	1	-3	1	1
- COc1ccc(NC(=S)N2CCC(N(C)CC3CCCO3)CC2)cc1Cl (stereo unspecified)
  -4	-8	-6	-3	-4	2	-9	0	0
- CCOCc1c(C(=O)OCC(=O)/C(C#N)=C(\C)N)oc2ccccc12
  2	8	10	-4	6	2	-4	0	11
- Nc1nc(N)nc(-c2cccc(Cl)c2)n1
  -1	6	·	14	2	-4	2	-1	·
- COc1cc(Cl)ccc1OCc1cc(C(=O)N2CCCC(OC)C2)no1 (stereo unspecified)
  0	-7	-3	-1	3	-4	-3	2	2
- COc1ccc(C2CC(=O)Nc3sc(=N)c4c(N)c(C#N)c(N)nc4c32)cc1OC (stereo unspecified)
  -1	-3	-3	19	3	-3	-1	-1	6
- Cc1ccc(NS(=O)(=O)c2cccc3nsnc23)cc1C
  5	2	5	-9	7	2	-2	5	5

(next part)
Below each SMILES – LYPLA2 inh	ZTA DNA inh	EBNA-1 inhibitor	PREPL inh	PAFAH1B3 FP inh	PAFAH2 inh	PAD4 FP inh	LYPLA1 counter	GSTO1 counter
- COc1cccc(C(O)C2OC(=O)c3ccccc32)c1OC (stereo unspecified)
  -6	-5	-15	11	·	·	-2	-3	5
- COc1ccc2nc(Cl)cc(Cl)c2c1
  -4	13	2	2	-7	-2	-8	2	1
- O=C1c2cccnc2C(Nc2ccccc2Br)N1Cc1ccco1 (stereo unspecified)
  1	4	-4	-8	8	0	4	-3	0
- O=C(NCc1ccccn1)c1ccc(OC2CCN(Cc3cccs3)CC2)cc1
  28*	-2	-3	-6	2	-4	5	-2	-4
- O=C(Nc1cccc(S(=O)(=O)NCc2ccco2)c1)c1cccc(Cl)c1
  ·	·	·	-44	0	-3	-1	·	·
- COc1ccccc1NS(=O)(=O)c1ccc(NC(=O)c2nc3nc(C)cc(C(F)F)n3n2)cc1
  0	-1	-1	0	6	11	-1	-4	-4
- COc1cc(/C=C/c2nc3ccccc3c(=O)[nH]2)cc(Br)c1O
  0	-4	-14	7	3	18	0	-1	30
- Cc1ccc(-n2cccc2/C=C2\C(=N)N3N=C(c4ccco4)SC3=NC2=O)cc1
  -4	-3	11	1	7	16	-6	-3	-31
- CC1(C(=O)NCc2ccc(F)cc2)Oc2ccccc2NC1=O (stereo unspecified)
  8	18	5	-6	8	-3	1	4	3
- O=C(NCc1ccco1)/C(=C/C=C/c1ccccc1)NC(=O)c1ccco1
  -4	2	-2	7	-3	-2	-1	6	-2
- O=C(COC(=O)C1CCC(=O)N1)Nc1ccc(Oc2ccccc2)cc1 (stereo unspecified)
  -6	7	-10	6	-1	5	-5	-1	8
- O=C(Nc1cccc(F)c1)c1ccc(-c2ccccc2Cl)o1
  -55	4	-5	10	-8	-22	1	-35	-12
- O=C(NNC(=O)c1ccccc1-n1cccc1)c1ccc(Cl)c(Cl)c1
  2	-1	-2	-1	-6	1	-2	1	11
- Cc1ccc(C)c(NC(=O)CN(C)C(=O)c2nn(C)c(=O)c3ccccc23)c1
  -7	11	-10	0	-3	0	-1	-5	6
- Cc1ncc(CO)c(/C=N/NC(=O)c2cc3c(s2)CCCC3)c1O
  -1	3	5	4	18	18	-1	-5	-2
- O=C1c2ccccc2C(O)(c2ccccc2)N1C1CC1 (stereo unspecified)
  2	-18	0	6	8	-4	4	1	0
- CN1C(=O)CC(N2CCC(c3nc4ccccc4[nH]3)CC2)C1=O (stereo unspecified)
  1	10	10	5	4	-4	1	4	10
- CC1CCCCC1NC(=O)CSCC(=O)O (stereo unspecified)
  4	2	-3	5	5	3	-2	0	4
- COc1ccccc1CN1C(=O)C(=O)N(Cc2cccc(C)c2)C1=O
  0	-9	-7	7	15	-2	-5	0	6
- COc1ccc(/C=C/C(=O)NCC(=O)N/N=C/c2ccc(OC)cc2)cc1
  -4	2	-3	-1	-1	5	-5	-4	2
- O=C(Cc1ccsc1)Nc1cc(F)ccc1F
  -1	0	-10	-10	4	-6	6	1	-3
- NC(=O)c1cc([N+](=O)[O-])ccc1NCc1ccc(F)cc1
  25	4	7	-19	13	6	-2	5	2
- O=C(C[n+]1ccc2ccccc2c1)c1ccc(NC(=O)c2ccccc2)cc1
  9	-15	-2	-6	-3	-7	1	-3	-2
- CCSc1nnc(NC(=O)c2ccccn2)s1
  5	-5	1	2	0	3	0	2	7
- COc1ccc(N2C(=O)c3ccccc3NC2c2ccc(OC)c(Cn3cc([N+](=O)[O-])cn3)c2)cc1 (stereo unspecified)
  5	-16	7	11	2	-3	2	-1	-2
- CCCc1cc(=O)oc2cc(OC(=O)CN3C(=O)NC4(CCCC4)C3=O)ccc12
  3	2	-6	12	-2	-3	-5	-4	-12
- CCCCn1c(=O)[nH]c(=O)c2c1nc(-c1cc3c(cc1Br)OCO3)n2C
  0	-5	-4	-4	4	8	0	-1	0
- Cc1sc(NC(=O)CSc2ncn(-c3ccccc3)n2)nc1-c1ccccc1
  -11	1	-1	-21	0	-6	2	-8	-4
- CCOC(=O)N1CCN(Cc2nc(-c3cccs3)no2)CC1
  2	-6	2	10	-2	3	-1	3	1
- O=C(O)c1ccc(N2C(=O)CC(N3CCC(c4nc5ccccc5[nH]4)CC3)C2=O)cc1 (stereo unspecified)
  -4	10	2	24	2	4	-5	-5	7

Structures listed so far shown as hits in PAFAH2 inh:
molecule,EBNA-1 inhibitor,PREPL inh,PAFAH1B3 FP inh,PAFAH2 inh,PAD4 FP inh
O=C(COC(=O)c1ccccc1)Nc1cc(S(=O)(=O)N2CCCCCC2)ccc1Cl,·,20,8,30*,-1

Carrying on:
Below each SMILES – LYPLA2 inh	ZTA DNA inh	EBNA-1 inhibitor	PREPL inh	PAFAH1B3 FP inh	PAFAH2 inh	PAD4 FP inh	LYPLA1 counter	GSTO1 counter
- O=C(Nc1ccc(Oc2ccccc2)cc1)C1CCN(c2c3c(nc4ncnn24)CCC3)CC1
  28*	0	0	9	-10	-1	2	-2	-4
- OC/C(Br)=C(\Br)CO
  -1	5	·	-6	11	7	1	-1	·
- O=C(CCN1CCCCO1)N1CCCC(Nc2cccc(F)c2)C1 (stereo unspecified)
  6	-18	6	6	8	-2	-2	0	8
- Cc1cccc(NC(=O)Nc2cnccn2)c1
  7	-5	11	12	-1	10	1	1	4
- Cc1onc(-c2ccccc2)c1C(=O)OCC(=O)N1CCC(C)CC1
  9	-14	·	3	3	4	5	3	·
- CC(C)N(Cc1ccccc1)C(=S)NC(=O)C1(C)CC1(Cl)Cl (stereo unspecified)
  2	14	-1	-8	10	2	-3	-1	-10
- O=C(Nc1cc2cc([N+](=O)[O-])ccc2oc1=O)c1cccs1
  0	6	1	0	·	·	0	1	-1
- COc1ccc(S(=O)(=O)NC(N)=NCCc2ccccc2OC)cc1
  7	-29	0	14	5	6	2	1	9
- CCCc1nc(SCc2ccccc2Cl)n[nH]1
  -3	16	-3	-7	10	10	-2	0	2
- CC(NC(=O)COC(=O)c1cc(S(=O)(=O)N2CCOCC2)ccc1F)c1ccccc1 (stereo unspecified)
  ·	·	·	16	6	2	2	·	·
- COc1ccc(Nc2nc3ccc(C)cc3n3cnnc23)cc1Cl
  -3	-7	3	17	-3	1	-1	3	1
- CCCCOC(=O)Nc1ccc(N2CCOCC2)cc1
  3	7	4	25	6	3	-2	5	7
- O=C(COc1ccc2ccc(=O)oc2c1)NC1CCCC1
  10	-16	1	18	-2	-2	2	8	1
- O=C(/C=C/c1c(F)cccc1Cl)NCc1ccco1
  0	-3	13	5	1	3	-2	-2	-1
- CCc1ccc2c(c1)/C(=N/N(C)C(=S)NC)C(=O)N2
  0	5	-1	10	7	11	4	-2	-1
- COc1cccc(CN(C)S(=O)(=O)c2cccs2)c1
  2	0	5	0	-2	-3	0	-1	1
- CCN(CC)C(=O)N1CCN(C(=O)N2CCOCC2)CC1
  10	6	9	0	3	1	-3	4	2
- CC(C)[C@H]1C=C(C(=O)O)O[C@@H](OCc2ccc(CO)cc2)C1
  1	-23	-11	10	-5	6	1	-1	1
- COc1ccc(N2C(=O)C3CCCN3C2c2ccc(C)cc2)cc1Cl (stereo unspecified)
  11	-15	2	16	-6	10	-4	1	0
- C/C(=N/Nc1ccc(F)cc1)c1ccc(Cl)s1
  4	-9	1	15	2	1	3	1	7
- CN(C)/C(=N\S(=O)(=O)c1ccccc1)c1ccccc1
  6	10	0	-2	5	9	1	4	8
